# Pf apPOL block – Pf-apPOL DNA polymerase inhibition | Recombinant Pf-apPOL, molecular beacon fluorescence, 1.5 h | inhibition, % at 10 µM | 210,000 tested, 0.25% active | AID 1794808
# mHTT CaM bind – disrupts binding of mutant huntingtin to calmodulin. P42858. AlphaScreen His-mHTT/GST-CaM binding, luminescence. inhibition, % at 15 µM. 190,000 tested, 3.6% active;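 note: 0% = both proteins with DMSO and 100% = one protein alone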
# Target sequence (P42858 whole entry, looked up, stated change not applied): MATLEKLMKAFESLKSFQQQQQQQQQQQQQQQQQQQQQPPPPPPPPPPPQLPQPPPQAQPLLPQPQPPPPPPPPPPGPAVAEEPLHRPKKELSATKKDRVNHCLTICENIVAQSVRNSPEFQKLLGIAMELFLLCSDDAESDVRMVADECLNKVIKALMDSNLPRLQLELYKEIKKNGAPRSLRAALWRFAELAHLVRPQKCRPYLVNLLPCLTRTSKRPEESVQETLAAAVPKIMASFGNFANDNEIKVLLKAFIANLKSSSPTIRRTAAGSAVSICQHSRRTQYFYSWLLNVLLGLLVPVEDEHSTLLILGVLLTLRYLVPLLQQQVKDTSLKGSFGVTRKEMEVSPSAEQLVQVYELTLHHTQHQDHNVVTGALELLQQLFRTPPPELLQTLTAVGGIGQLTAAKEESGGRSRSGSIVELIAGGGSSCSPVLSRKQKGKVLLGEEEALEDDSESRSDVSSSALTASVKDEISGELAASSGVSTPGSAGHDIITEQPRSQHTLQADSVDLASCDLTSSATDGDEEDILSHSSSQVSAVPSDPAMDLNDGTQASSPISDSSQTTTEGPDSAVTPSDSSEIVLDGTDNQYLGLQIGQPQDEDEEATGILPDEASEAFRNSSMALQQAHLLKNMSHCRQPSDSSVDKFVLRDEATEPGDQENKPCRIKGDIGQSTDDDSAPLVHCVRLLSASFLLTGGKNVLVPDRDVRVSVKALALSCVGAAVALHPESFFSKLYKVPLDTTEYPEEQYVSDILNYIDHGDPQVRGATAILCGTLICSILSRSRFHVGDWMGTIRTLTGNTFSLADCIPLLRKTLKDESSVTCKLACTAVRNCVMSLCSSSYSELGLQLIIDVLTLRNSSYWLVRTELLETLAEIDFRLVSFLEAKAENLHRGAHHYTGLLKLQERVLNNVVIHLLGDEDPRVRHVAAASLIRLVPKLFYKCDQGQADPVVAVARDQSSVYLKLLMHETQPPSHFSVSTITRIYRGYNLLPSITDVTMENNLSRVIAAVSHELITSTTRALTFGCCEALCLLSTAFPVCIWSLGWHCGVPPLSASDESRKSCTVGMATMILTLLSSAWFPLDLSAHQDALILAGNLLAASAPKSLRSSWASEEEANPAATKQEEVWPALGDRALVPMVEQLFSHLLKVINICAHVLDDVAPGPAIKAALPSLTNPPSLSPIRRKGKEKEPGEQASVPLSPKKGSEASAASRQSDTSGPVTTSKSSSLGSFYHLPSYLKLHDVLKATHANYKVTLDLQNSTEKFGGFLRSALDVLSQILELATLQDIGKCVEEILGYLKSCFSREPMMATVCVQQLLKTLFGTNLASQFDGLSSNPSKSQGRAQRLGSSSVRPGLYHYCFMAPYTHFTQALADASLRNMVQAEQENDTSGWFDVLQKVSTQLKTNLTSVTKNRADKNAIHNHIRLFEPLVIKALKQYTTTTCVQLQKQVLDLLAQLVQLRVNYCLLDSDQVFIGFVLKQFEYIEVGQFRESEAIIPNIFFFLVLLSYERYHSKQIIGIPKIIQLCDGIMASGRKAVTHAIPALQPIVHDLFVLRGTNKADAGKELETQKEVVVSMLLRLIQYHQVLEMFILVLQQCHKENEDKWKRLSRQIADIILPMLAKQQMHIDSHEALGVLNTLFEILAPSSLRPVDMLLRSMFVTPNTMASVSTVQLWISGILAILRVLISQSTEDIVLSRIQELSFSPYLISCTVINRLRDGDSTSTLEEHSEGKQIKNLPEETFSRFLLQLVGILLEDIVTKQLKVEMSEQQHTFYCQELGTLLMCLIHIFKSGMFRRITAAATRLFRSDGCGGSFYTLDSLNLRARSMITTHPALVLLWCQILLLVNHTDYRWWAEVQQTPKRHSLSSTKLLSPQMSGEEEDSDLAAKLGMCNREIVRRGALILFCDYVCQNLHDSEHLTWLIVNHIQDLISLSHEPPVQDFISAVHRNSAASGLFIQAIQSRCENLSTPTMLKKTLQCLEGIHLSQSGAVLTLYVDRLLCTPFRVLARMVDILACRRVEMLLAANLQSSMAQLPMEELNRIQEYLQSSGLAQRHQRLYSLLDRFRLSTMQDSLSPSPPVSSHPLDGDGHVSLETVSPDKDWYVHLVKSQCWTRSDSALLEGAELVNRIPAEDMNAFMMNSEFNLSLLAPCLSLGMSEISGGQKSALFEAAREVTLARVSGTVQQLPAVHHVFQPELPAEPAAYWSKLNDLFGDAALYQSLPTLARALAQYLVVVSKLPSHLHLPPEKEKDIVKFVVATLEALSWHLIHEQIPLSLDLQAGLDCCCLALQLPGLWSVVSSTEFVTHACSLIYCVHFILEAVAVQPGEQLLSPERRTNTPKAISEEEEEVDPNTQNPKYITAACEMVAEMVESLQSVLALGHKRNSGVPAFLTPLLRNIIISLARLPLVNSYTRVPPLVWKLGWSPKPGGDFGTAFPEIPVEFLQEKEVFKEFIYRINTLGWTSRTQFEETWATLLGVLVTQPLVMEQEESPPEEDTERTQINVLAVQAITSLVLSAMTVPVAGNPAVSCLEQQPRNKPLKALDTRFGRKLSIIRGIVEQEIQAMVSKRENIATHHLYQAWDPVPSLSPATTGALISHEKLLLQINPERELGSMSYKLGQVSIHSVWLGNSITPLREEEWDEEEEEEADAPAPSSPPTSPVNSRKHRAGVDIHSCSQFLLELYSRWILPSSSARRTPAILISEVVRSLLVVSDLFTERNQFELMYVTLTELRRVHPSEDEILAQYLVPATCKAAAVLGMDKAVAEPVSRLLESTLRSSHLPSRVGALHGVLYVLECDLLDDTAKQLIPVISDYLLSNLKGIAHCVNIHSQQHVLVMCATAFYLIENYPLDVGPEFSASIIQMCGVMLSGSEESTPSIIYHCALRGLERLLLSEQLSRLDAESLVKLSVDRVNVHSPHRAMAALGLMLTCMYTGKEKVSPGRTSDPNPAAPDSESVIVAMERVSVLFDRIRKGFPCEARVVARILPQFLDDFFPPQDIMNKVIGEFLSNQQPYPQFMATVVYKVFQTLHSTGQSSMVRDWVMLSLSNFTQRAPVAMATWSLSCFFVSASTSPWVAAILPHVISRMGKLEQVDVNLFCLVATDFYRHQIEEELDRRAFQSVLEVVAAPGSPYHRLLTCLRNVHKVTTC
# The depositor's hits bear a star; · = not tested or not shown; & = joins results of further samples. Cut-off read from the data, not from the text of the source: active = inhibition above about 50%; inactive = the rest.
# Sample of the layout:
SMILES,Pf apPOL block,mHTT CaM bind
Cc1ccccc1NCN1C(=O)C2CCCCC2C1=O (configuration not stated),1,2
CC(=O)Nc1ncncc1N1CCC(C(=O)NCCN2CCc3ccccc3C2)CC1,0,11

# This part in full, from the first entry:
SMILES,Pf apPOL block,mHTT CaM bind
Cc1ccccc1NCN1C(=O)C2CCCCC2C1=O (configuration not stated),1,2
CC(=O)Nc1ncncc1N1CCC(C(=O)NCCN2CCc3ccccc3C2)CC1,0,11
Cc1ccc(-n2nc(C)c3sc(N4CCCN(C(=O)c5cccnc5)CC4)nc32)cc1,7,13
N#Cc1c(-c2ccccc2)cc(C2CC2)nc1N,3,-16
Cc1cc(C(=O)N2CCC(O)(c3ccccc3)C(N3CCCC3)C2)n[nH]1 (configuration not stated),1,8
CCOC(=O)C(NC(=O)CC)(Nc1ccc(C(O)(C(=O)OCC)C(F)(F)F)cc1OC)C(F)(F)F (configuration not stated),1,·
CC1CCN(C(=O)CN2C(=O)NC3(CCC(C)CC3)C2=O)CC1 (configuration not stated),0,1
CC(C)NC(=O)N1CCCC(c2cccc(C(=O)N3CCCN(C)CC3)c2)C1 (configuration not stated),-3,7
Cc1ccc(C(=O)NCC(O)c2ccccc2)cc1 (configuration not stated),-3,-8
COc1ccc(C2/C=C\CN(C(=O)C3CCCCC3)[C@@H](C)C(=O)N2Cc2ccc(F)cc2)cc1 (some centres not stated),-3,33
COc1cccc(-c2cc(C(F)(F)F)nc(SC3CC(=O)C4OCC3O4)n2)c1 (configuration not stated),-2,23
Cc1cccc(S(=O)(=O)N2CC=C(c3cn(C)c4ncccc34)CC2)c1,-6,-5
Cc1nn(CCCC(=O)Nc2cccc(Cl)c2)c(C)c1[N+](=O)[O-],-8,2
C[n+]1nn(CCCCC(Cl)(Cl)Cl)c2ccccc21,0,-5
CCNC(=O)c1ccc(-n2c(C)ccc2C)nc1,-1,6
COc1ccc(C2N3CC4([N+](=O)[O-])CN2CC([N+](=O)[O-])(C3)C4(C)C)cc1OC (configuration not stated),0,0
CCOC(=O)C1Oc2ccccc2C(c2ccc(OC)cc2)=C1C(=O)OC (configuration not stated),-10,-9
CN(C)CCN(C)Cc1ccc(O)cc1,-3,-6
CCCC(C)C(=O)NCc1ccccc1 (configuration not stated),12,-3
CNC(=O)N1CCCC(c2cccc(C(=O)N(C)Cc3ccccc3)c2)C1 (configuration not stated),-10,17
COC(=O)C1C2C=CC3(CN(C(c4ccccc4)c4ccccc4)C(=O)C13)O2 (configuration not stated),-3,-5
O=C(NC1CCCCC1)c1cc(S(=O)(=O)N2CCc3ccccc32)ccc1F,3,-3
COc1ccc(C(=O)NCCSc2c(C)[nH]c3ccccc23)cc1OC,-6,12
COc1ccc(NC(=O)C2CCN(c3c(C#N)cnc4ccc(F)cc34)CC2)c(C)c1,0,-5
CCC(=O)N1CCN(c2ccc(NC(=O)c3ccc(C)cc3)cn2)CC1,-2,0
COc1ccc(Br)cc1/C=C1\N=C(c2ccc(OC)c(OC)c2)OC1=O,-1,12
Cc1ccc2[nH]cc(CCN3CC(C(=O)N4CCN(c5ccccc5)CC4)CC3=O)c2c1 (configuration not stated),-3,45
O=S(=O)(NCc1csc2ccc(Cl)cc12)c1cc(S(=O)(=O)c2ccccc2)cs1,-6,·
CC1C(=O)CC(c2ccc(Br)cc2)NC1c1ccc(Br)cc1 (configuration not stated),4,10
O=C1S/C(=C\c2ccc3c(c2)OCO3)C(=O)N1Cc1ccc(Cl)cc1,-4,1
CC(NC(=O)C1CC1)c1nc(-c2cccc(Cl)c2)no1 (configuration not stated),-1,-5
OCCOc1cc(Br)c(Br)cc1OCCO,-1,0
O=C(NCC1COC2(CCCCC2)O1)C1CCCCC1 (configuration not stated),-2,-4
Cc1ccc(S(C)(=O)=NC(=O)NC(=O)c2c(F)cccc2Cl)cc1 (configuration not stated),2,·
Cc1noc(C)c1S(=O)(=O)N1CCc2nc[nH]c2C1,-2,8
O=C(NC1CCC2(CC1)OCCO2)c1cc(S(=O)(=O)N2CCCC2)ccc1F,2,-3
CCc1cc(C(=O)Nc2ccc(F)cc2C)nc2ccnn12,-5,-12
Cc1ccnc(N2CCCC(C(=O)NCCCN3CCCCCC3)C2)n1 (configuration not stated),0,3
O=C(NCc1ccccc1)c1cccc(NC(=O)C2CCCC2)c1,-2,3
O=C(CCc1ccccc1)Nc1ccccc1NC(=O)CCc1ccccc1,-10,2
CCCNc1cc(N2CCC(CCC(=O)N(C)Cc3ccccc3)CC2)ncn1,-5,5
COc1ccc(C2=N/C(=C\c3ccco3)C(=O)O2)cc1,0,-1
CC(C)(C)n1nc2c(c1NC(=O)/C=C/c1ccccc1)CSC2,3,98*
COCC(C)NC(=O)C1CSCCC(=O)N1 (configuration not stated),-2,-2
Nc1c(C(=O)Nc2ccccc2)cnn1-c1ccccc1,-4,1
COc1ccc(C2=N/C(=C\c3cc4ccccc4n3C(C)=O)C(=O)O2)cc1Br,-2,4
CCOc1ccccc1C(=O)Nc1ccc(S(=O)(=O)Nc2cc(OC)nc(OC)n2)cc1,-2,-2
O=C(c1ccc(SCc2cccnc2)c([N+](=O)[O-])c1)N1CCCCC1,1,11
Cc1cc(C(F)(F)F)nn1CC(=O)Nc1ccc2c(c1)OCO2,-4,-4
COCCNC(=O)CC1CCN(C(=O)c2sc(-c3ccccc3)nc2C)CC1,-1,1
O=C(NCc1ccc(N2CCOCC2)cc1)c1cc2cn(C3CCCC3)cc2s1,26,37
COc1ccc(C2NC(=O)N(C)C(C)=C2[N+](=O)[O-])cc1 (configuration not stated),-6,-3
CN(Cc1ccccc1)C1CC(=O)N(c2ccc(C(=O)O)cc2)C1=O (configuration not stated),-8,-6
COc1cc(Br)c(/C=C2/C(=O)N(c3ccccc3)N=C2C)cc1OC,-1,2
CC1CCCN(CC2CCN(S(=O)(=O)c3ccc(Br)s3)CC2)C1 (configuration not stated),4,-3
CC(=O)Oc1cn(C(C)=O)c2ccccc12,2,·
COc1ccc2nc(N3CCC(C(=O)NCc4cccnc4)CC3)sc2c1,8,-2
Cc1c(Cc2ccccc2)c(NCCCO)n2c(nc3ccccc32)c1C#N,-3,3
Cc1ccccc1C(=O)Nc1cccc(NC(=O)c2cccc([N+](=O)[O-])c2C)c1,-11,10
CN(C)Cc1c(O)ccc2c1OC(=Cc1ccc(C(C)(C)C)cc1)C2=O,-15,-2

# Profiles, looked up by structure. Values in the order: Pf apPOL block, mHTT CaM bind
# CC(=O)Oc1cn(C(C)=O)c2ccccc12 reads 2, ·
# Cc1ccc2[nH]cc(CCN3CC(C(=O)N4CCN(c5ccccc5)CC4)CC3=O)c2c1 (configuration not stated) reads -3, 45
# CCOC(=O)C(NC(=O)CC)(Nc1ccc(C(O)(C(=O)OCC)C(F)(F)F)cc1OC)C(F)(F)F (configuration not stated) reads 1, ·
# COc1ccc(C2N3CC4([N+](=O)[O-])CN2CC([N+](=O)[O-])(C3)C4(C)C)cc1OC (configuration not stated) reads 0, 0

# Other records:
SMILES,Pf apPOL block,mHTT CaM bind
COC1=CC(=Cc2c(N)n3nc(-c4ccccc4C)sc3nc2=O)C=CC1=O,-1,57*
Cc1cccc(NC(=O)C2CCCN(c3nnc4cccc(C)n34)C2)c1 (configuration not stated),-5,10
CC1(C)Oc2ccc(Cl)cc2C2CC(c3ccc(F)cc3)=NN21 (configuration not stated),-18,50
Cc1nc2sc(-c3ccccc3)nn2c(=O)c1Br,-3,-3
O=C(COc1ccc(Cl)cc1)Nc1nnc(SCc2ccccc2)s1,0,-7
CC1(C)OC(=O)C(=Cc2ccc(-c3ccc(F)cc3F)o2)C(=O)O1,-5&-5,·
COc1ccc(-c2nc3n(c2N)CCS3)cc1,-7,48
Clc1ccccc1-c1nnc2c3cnn(Cc4ccccc4)c3ncn12,-9,-7
Cc1ccc(S(=O)(=O)N2CCSC2c2cccc([N+](=O)[O-])c2)c(C)c1 (configuration not stated),-8,14
CCc1ccc(N2CC(C(=O)N3CCCCC3C)CC2=O)cc1 (configuration not stated),-8,1
O=C(NCc1ccc(-n2ccnc2)cc1)c1ccc2c(c1)OCO2,3,3
COc1ccc(OCCCC(=O)Nc2cccc(C)c2C)cc1,0,-3
O=C(NCC1CCN(C2CCCC2)CC1)C(=O)Nc1ccon1,-10,-13
COc1nc(NCCC2=CCCCC2)nc(OC)n1,-1&-6,-7&-4
NC1=NC(=Nc2ccccc2)c2ccccc21,-2,3
CC(=O)OCCCN1C(=O)CCC12CCC(C)CC2 (configuration not stated),-4,-6
O=C(O)C1C2C=CC(C2)C1C(=O)NCc1ccc2c(c1)OCO2 (configuration not stated),-1&-67,-2&-8
CCCCNC(=O)CCS(=O)(=O)Cc1ccccc1C,-16,-6
O=C(c1ccc(F)c(Cl)c1)N1CCn2cnnc2C1,-4,-4
O=C(c1ccccc1Cl)N1N=C(c2ccccc2)CC1(O)C(F)(F)F (configuration not stated),-3,6
COC(=O)c1ccc(C(=O)NC(C)Cc2ccco2)cc1 (configuration not stated),-4,-9
O=C(CCSc1ccccc1)Nc1ccccc1C(=O)N1CCCC1,7,-5
COc1ccccc1C1=NOC(C(=O)Nc2ccc3c(c2)OCO3)C1 (configuration not stated),-2,45
CC(=O)NC(=O)c1cc2cc(Br)ccc2oc1=Nc1ccc(F)cc1F,1,6
Clc1ccc(C=NCC2COc3ccccc3O2)cc1 (configuration not stated),-2,0
O=C1NC(=O)N(Cc2ccco2)C(=O)/C1=C/c1cn(Cc2ccccc2Cl)c2ccccc12,-4,7
Cc1[nH][nH]c(=O)c1C(c1ccc(-c2ccccc2C(=O)O)o1)c1c(C)[nH][nH]c1=O,-3,8
Nc1c(C(=O)NCc2ccccc2Cl)nnn1-c1ccc2c(c1)OCCO2,-7,-2
O=C(NC1CC1)c1ccc(OCC2CCCN2C(=O)c2ccc(F)cc2)cc1 (configuration not stated),5,-6
Cc1cc(NS(=O)(=O)c2ccc(Cl)cc2)c(C)c(S(=O)(=O)c2ccccc2)c1O,-6,-7

# 7 compounds already listed, arranged by length of the SMILES, low to high:
SMILES,Pf apPOL block,mHTT CaM bind
O=C(NCc1ccc(-n2ccnc2)cc1)c1ccc2c(c1)OCO2,3,3
CC1CCCN(CC2CCN(S(=O)(=O)c3ccc(Br)s3)CC2)C1 (configuration not stated),4,-3
Cc1c(Cc2ccccc2)c(NCCCO)n2c(nc3ccccc32)c1C#N,-3,3
CCOC(=O)C1Oc2ccccc2C(c2ccc(OC)cc2)=C1C(=O)OC (configuration not stated),-10,-9
COC1=CC(=Cc2c(N)n3nc(-c4ccccc4C)sc3nc2=O)C=CC1=O,-1,57*
Cc1ccc2[nH]cc(CCN3CC(C(=O)N4CCN(c5ccccc5)CC4)CC3=O)c2c1 (configuration not stated),-3,45
Cc1[nH][nH]c(=O)c1C(c1ccc(-c2ccccc2C(=O)O)o1)c1c(C)[nH][nH]c1=O,-3,8

# (continued)
SMILES,Pf apPOL block,mHTT CaM bind
COc1cccc(/C=C2/SC(=Nc3ccccc3Cl)NC2=O)c1OC,-3,8
Nc1ccnc2cc(Cl)ccc12,-6,0
COc1ccc(C2C(C(=O)Nc3ccccn3)=C(C)NC3=C2C(=O)CCC3)cc1 (configuration not stated),-3,7
Cc1cc(NC(=O)c2ccc(C(=O)Nc3cc(C)on3)nc2)no1,0,-6
O=C(NNC(=O)C1c2ccccc2Oc2ccccc21)c1cccc(C(F)(F)F)c1,4&-1,·
CNc1ncnc2c1C(c1ccc([N+](=O)[O-])cc1)c1c(NC)ncnc1O2,16,52*
Cc1ccc(CNC(=O)C2(C)CCCN(C(=O)Nc3ccc(C)c(F)c3)C2)cc1 (configuration not stated),0,7
Cc1ccc([N+](=O)[O-])c(NC(=O)NC(=O)c2c(Cl)cccc2Cl)c1C,-1,·
COc1ccc(C)cc1NC(=O)CNC(=O)c1cn(-c2ccccc2OC)c(=O)c2ccccc12,-2,32
O=c1ccc(-n2ccnc2)nn1CCNS(=O)(=O)Cc1cc(F)ccc1F,1,-6
CC(=O)N1CCN(c2nc3c(s2)CC(C(=O)NCc2cc(F)cc(F)c2)CC3)CC1 (configuration not stated),-7,15
CC(C)c1ccc(CN2CC(C(=O)Nc3nc4ccccc4s3)CC2=O)cc1 (configuration not stated),-4,100*
Cc1cc(C)n(S(=O)(=O)c2ccccc2)c(=O)n1,-6,-16
CCC(C)NC(=O)CC1CCN(S(=O)(=O)c2c(C)noc2C)CC1 (configuration not stated),2,-13
CC(C)NC(=O)c1csc(COc2ccc(F)cc2)n1,9,-7
CCc1ccccc1NC(=O)c1ccccc1Sc1ccc([N+](=O)[O-])cc1,1,7
CCc1cc2c(=O)c(-c3ccc4c(c3)OCCO4)c(C)oc2cc1OCC(=O)OC,55*,6
Cc1cc(NC(=O)C2CCCN(c3nnc4cccc(C)n34)C2)ccc1F (configuration not stated),-2,36
Cc1cccc(C)c1NC(=O)Cn1nc2c(cc1=O)CCCC2,-2,-7
O=C1OC(c2ccc([N+](=O)[O-])cc2)=N/C1=C/c1cccc(C(F)(F)F)c1,-1,13

# Not all compounds are listed. The share of hits here may be higher or lower than overall.
